Screening data as filed in PubChem BioAssay.
EPAC2 ag: qHTS for Agonist of cAMP-regulated guanine nucleotide exchange factor 4 (EPAC2): primary screen | Rap guanine nucleotide exchange factor 4 (Homo sapiens), Q8WZA2 | EPAC2 activation, biochemical qHTS; response scale: 100% = 6.5 mM cAMP response | Potency, µM (highest dose often 154 µM), without a hit: at the highest dose activation, most hits filed as activators | hit rate 0.079% among 360,000; note: potency is the fitted concentration of half-maximal effect; nearly all actives have a fitted effect of over 50% in size
Target sequence (Q8WZA2 whole entry, looked up): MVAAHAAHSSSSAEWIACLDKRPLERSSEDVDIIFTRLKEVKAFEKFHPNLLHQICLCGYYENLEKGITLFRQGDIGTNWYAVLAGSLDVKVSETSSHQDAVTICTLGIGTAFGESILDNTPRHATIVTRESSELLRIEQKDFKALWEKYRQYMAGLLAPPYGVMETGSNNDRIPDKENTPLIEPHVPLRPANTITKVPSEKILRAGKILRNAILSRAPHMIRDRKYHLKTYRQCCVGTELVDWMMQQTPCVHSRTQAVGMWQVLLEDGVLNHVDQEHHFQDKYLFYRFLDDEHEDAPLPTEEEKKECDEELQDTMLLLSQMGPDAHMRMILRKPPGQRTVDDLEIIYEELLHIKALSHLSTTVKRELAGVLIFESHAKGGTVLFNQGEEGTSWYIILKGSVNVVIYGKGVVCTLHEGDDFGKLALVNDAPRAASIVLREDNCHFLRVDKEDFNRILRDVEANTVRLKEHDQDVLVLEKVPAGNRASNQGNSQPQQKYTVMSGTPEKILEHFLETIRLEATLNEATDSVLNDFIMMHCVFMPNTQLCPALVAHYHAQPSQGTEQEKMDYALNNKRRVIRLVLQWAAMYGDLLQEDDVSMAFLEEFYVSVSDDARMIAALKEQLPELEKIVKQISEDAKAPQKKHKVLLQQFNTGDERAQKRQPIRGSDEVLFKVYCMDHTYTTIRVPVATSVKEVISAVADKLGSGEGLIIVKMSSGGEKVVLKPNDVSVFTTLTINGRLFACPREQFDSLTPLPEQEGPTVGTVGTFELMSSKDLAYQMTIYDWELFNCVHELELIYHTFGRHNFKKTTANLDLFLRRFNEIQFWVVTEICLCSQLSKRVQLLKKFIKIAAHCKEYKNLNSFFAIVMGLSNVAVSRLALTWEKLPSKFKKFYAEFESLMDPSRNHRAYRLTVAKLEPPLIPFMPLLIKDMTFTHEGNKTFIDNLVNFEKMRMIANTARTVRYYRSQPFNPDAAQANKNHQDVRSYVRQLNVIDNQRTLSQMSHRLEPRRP
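qHTS, titration series. 100 nM EPAC2 / 250 nM Rap1B-BODIPY-GDP / 50 uM GDP; RT; ex 480/em 540 nm, 5-min reads to 30 min. Norm. to 6.5 mM cAMP = activation.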
Abeta yeast res: qHTS for compounds that reverse cellular toxicity of Amyloid beta (A-beta) peptide in yeast: Primary Screen. yeast expressing A-beta42, growth rescue, OD600, 48 h; response scale: 0% DMSO, 100% iron-clioquinol control. Potency, µM (series often up to 46.1 µM), inactives show top-dose growth rescue, usual class: activators. hit rate 0.063% among 410,000. AID 1347071, 2019; note: potency is the fitted concentration of half-maximal effect; nearly all actives have a fitted effect of over 55% in size
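Yeast A-beta toxicity model in growth medium with pinned compounds, 48 h at 30 C; growth read as absorbance at 600 nm. Normalized to FeCl3/clioquinol equimolar mix (positive) and DMSO (negative).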
TDP43 rescue: qHTS of TDP-43 Inhibitors | Potency, µM (titrated, usually from 46.1 µM), without a hit: top-dose growth rescue (activation), actives largely listed as activators | hit rate 1.8% among 410,000 | AID 652104, 2013 | TDP-43 expressing yeast growth rescue, BacTiter-Glo, 24 h; note: potency is the fitted concentration of half-maximal effect; % of control where 0% means no effect; nearly all actives have a fitted effect of over 50% in size
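Readout is BacTiter-Glo luminescence of cell growth, so inhibitors register as activators. TDP-43-expressing yeast at OD600=0.02 in galactose medium, after raffinose pregrowth to mid-log, were incubated with compound for 24 hr at 30 deg C.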
D3 ag: qHTS of D3 Dopamine Receptor Agonist: qHTS. hit rate 0.58% among 410,000. AID 652048, 2013. max activation, %. D3R DiscoveRx beta-arrestin cells, luminescence, 90 min; in the data active = max activation above about 30%; note: 0% is about no effect; mostly tested at two doses, the higher about 12 µM
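Agonist-mode cell screen: cells plated at 1500/well and incubated overnight at 37 °C, then exposed to library compounds for 90 min at 37 °C. Detection reagent was added for 30–60 min at room temperature, and luminescence was read.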
EPAC2 antagonist: qHTS for Antagonist of cAMP-regulated guanine nucleotide exchange factor 2 (EPAC2): primary screen. Rap guanine nucleotide exchange factor 4 (Homo sapiens), Q8WZA2. EPAC2 GEF exchange of Rap1B-BODIPY-GDP, fluorescence. Potency, µM (doses to about 114 µM), inactives show top-dose activity, negative = inhibition, actives largely listed as inhibitors. hit rate 0.18% among 360,000. AID 720708, 2013; note: potency is the fitted concentration of half-maximal effect; % is set by controls: 0 for no effect and ±100 for the full control effect; nearly all actives have a fitted effect of over 45% in size; many of its hits are not listed in these tables
FUS yeast rescue: qHTS for Suppressors of FUS Proteinopathy: Primary screen using FUS-linked yeast assay | Potency, µM (titrated, usually from 76.6 µM), for the others: at the top dose growth rescue (activation), actives largely listed as activators | hit rate 0.24% among 390,000 | S. cerevisiae FUS-expressing, growth rescue, OD600, 24 h | AID 1347120, 2019;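 note: potency is the fitted concentration of half-maximal effect; plate controls were DMSO vehicle for no effect and reference control for full effect; nearly all actives have a fitted effect of over 55% in size; some results filed as inactive show a strong effect at the top dose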
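Steps: raffinose overnight preculture; dilution to OD 0.005 in 2% galactose minimal medium; compound addition (concentration series); 24hr at 30C, 99% humidity; absorbance read at 600 nm.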
aSyn rescue: qHTS of alpha-syn Inhibitors | Yeast expressing alpha-synuclein, growth rescue, BacTiter-Glo, 24 h | Potency, µM (series often up to 46.1 µM), without a hit: at the top dose growth rescue (activation), most hits filed as activators | hit rate 0.14% among 370,000 | AID 652106, 2013; note: potency is the fitted concentration of half-maximal effect; % of control where 0% means no effect; nearly all actives have a fitted effect of over 65% in size
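Rescue of yeast growth: cells expressing toxic alpha-synuclein, induced in galactose at OD600 0.02, incubated with compound 24 h at 30 C. ATP luminescence quantified growth; inhibitors of toxicity appear as activators.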
D3 antag: qHTS of D3 Dopamine Receptor Antagonist: qHTS | D3R cells, DiscoveRx beta-arrestin luminescence, antagonist mode; stronger effect = lower value | max response, negative = inhibition, % | hit rate 2.5% among 360,000 | AID 652054, 2013; in the data active = max response below about -50%; inconclusive = no clear call, values can overlap the other calls; note: % is set by controls: 0 for no effect and ±100 for the full control effect; mostly tested at two doses, the higher about 12 µM
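Cells expressing the human receptor were seeded at 1500 cells/well, incubated overnight at 37 degrees C in 5% CO2, then exposed to library compounds with dopamine controls for 90 minutes at 37 degrees C before luminescent detection.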
* hit, by the source's call; ? = inconclusive; . = not tested or not shown; & = joins results of further samples; [ ] = dose if it differs, or a comment. Unless noted, calls come from the whole dose curve; as a rule, active = well fitted curve in the direction sought with a large enough effect; inconclusive = small, poorly fitted or top-dose-only effect, or another doubt; inactive = no such curve, though single readings can be large; an effect the other way counts as inactive or inconclusive. The list is partial (hit frequency here may not be typical).

SMILES | EPAC2 ag | Abeta yeast res | TDP43 rescue | D3 ag | EPAC2 antagonist | FUS yeast rescue | aSyn rescue | D3 antag
COc1cccc(CCc2nnc(CCC(=O)NC(C)c3c(C)nn(C)c3C)o2)c1 (stereo unspecified) | 16% | 6% | 11%[9.22 µM] | 5 | -8% | 0% | 1% | 10
Cc1ccc(S(=O)(=O)N2CCOCC2)cc1NC(=O)COC(=O)c1cc[n+]([O-])cc1 | 5% | -9% | 8% | 8 | -2% | 6% | 2% | 10
CCOc1ccc2nc3ccc4[nH]onc4c3c2c1 | 11% | 9% | ? | -7 | -1% | -22% | -10% | -6
CCN(C(=O)CSc1nncs1)c1c(N)n(Cc2ccccc2)c(=O)[nH]c1=O | -10% | 1% | -5% | 10 | 4% | 10% | 2% | -18
COc1ccc(N2CCN(C(=O)c3cc(-c4ccc(F)cc4)[nH]c3C)CC2)cc1 | 18% | -5% | ? | 4 | -8% | ? | 17% | -17
CC1(NC(=O)Cc2csc(-c3cccc(Cl)c3)n2)CCS(=O)(=O)C1 (stereo unspecified) | -5% | 1% | 16% | 2 | -4% | -23% | 5% | 3
COc1ccc(CCNC(=O)COC(=O)COc2ccc(C#N)cc2)cc1 | -5% | 3% | . | -8 | 7% | 16% | 1% | 0
COc1ccc(C(O)(C2CCCCC2)C(CN2CCOCC2)c2ccccc2)cc1 (stereo unspecified) | 7% | 14% | -7% | -2 | -17% | 20% | 4% | -1
CN(C(=S)Nc1ccccc1)c1ccccc1 | -11% | 23% | 20% | -1 | 0% | -19% | 3% | 3
COc1cccc(NC(=O)CSc2nn3c(=O)c(C)nnc3s2)c1 | -1% | 1% | -17% | -17 | 6% | -4% | 0% | -8
COC(=O)Cc1ccc2c3ccccc3n(C)c2c1 | 16% | -23% | 15% | -3 | 0% | 13% | -21% | -28
CCC(c1nnnn1C(C)(C)C)N1CCN(C(=O)c2ccco2)CC1 (stereo unspecified) | 5% | -10% | -14% | 7 | 3% | -5% | -3% | -15
COc1ccc(NC(C)=O)cc1NS(=O)(=O)c1ccc2c(c1)OCCO2 | 7% | 7% | ? | 1 | 4% | -14% | 1% | 24
COc1cc2c(cc1OC)C(COc1ccc3c(C)cc(=O)oc3c1)N(C(=O)Cc1ccc(F)cc1)CC2 (stereo unspecified) | . | -9% | 18% | 1 | . | -23% | . | .
CC(C)(C)NC(=O)CSc1nncn1NCc1c(Cl)cccc1Cl | 8% | -9% | -12% | -6 | 8% | 5% | 0% | 6
CC(C)(C)NC(=O)CN(Cc1ccc2c(c1)OCO2)C(=O)CCC(=O)Nc1nccs1 | -8% | -8% | -3% | 15 | 4% | -3% | -2% | 1
CCn1c(CN2CCCCC2)nc2cc(NC(=O)COc3cc(C)ccc3C(C)C)ccc21 | . | 4% | 13% | -24 | . | 20% | . | .
CSCCC(NC(=O)C1CCC(C)CC1)C(=O)NCCN1CCOCC1 (stereo unspecified) | -5% | -12% | 19% | 1 | 16% | 18% | -9% | 9
Cc1ccc(-n2nnnc2SCC(=O)NC(=O)Nc2ccc3c(c2)OCCO3)cc1 | 5% | 12% | -6% | -11 | 2% | 13% | 8% | -14
CN(C(=O)COc1ccccc1)c1ccc([N+](=O)[O-])cc1 | 18% | 6% | 7% | 1 | -3% | -17% | -1% | -9
COc1ccccc1NC(=O)c1nn(-c2ccc(OC(F)(F)F)cc2)ccc1=O | -8% | 13% | -6% | -1 | -2% | -10% | 0% | 14
CC(=O)N1CCC(N2CCN(c3ccccc3F)CC2)CC1 | 13% | -1% | -9% | 7 | -3% | 5% | 0% | -26
CC(=O)c1sc(NC(=O)COc2ccc(Cl)cc2C)nc1C | 17% | -11% | -25% | 9 | 0% | 27% | 11% | 1
CCN(CC)C(=O)Cn1cc(SCC(=O)Nc2cccc(F)c2)c2ccccc21 | . | 4% | 22% | 5 | . | -14% | . | .
COc1ccc(/C=N/Nc2ncnc3c2[nH]c2ccccc23)c(OC)c1OC | 8% | 13% | -11% | 1 | -5% | 8% | -3% | -12
New compounds follow
SMILES | EPAC2 ag | Abeta yeast res | TDP43 rescue | D3 ag | EPAC2 antagonist | FUS yeast rescue | aSyn rescue | D3 antag
Nc1cc(N)nc(SCCc2ccccc2)n1 | 11% | 8% | 6% | 0 | -8% | 13% | -13% | -1
O=C1Nc2ccccc2/C1=C/c1ccccc1F | 8% | -14% | 4% | -6 | 7% | 11% | 11% | ?
COc1ccc(/C=C2\N=C(c3ccccc3)NNC2=O)cc1 | 8% | 15% | -5%[1.82 µM] | 0 | 15% | 16% | 10% | -3
Fc1ccc(N2CCN(Cc3cn[nH]c3-c3ccccc3)CC2)cc1 | -1% | 7% | -25% | -6 | -14% | 11% | 1% | -16
CSc1ccc(NC(=O)C2(C)CCN2C(=O)c2sccc2C)cc1 (stereo unspecified) | 24% | -7% | 35µM* | 2 | 1% | 27% | 2% | -11
COCCC(=O)N1CCC(Oc2ccc(C(=O)NC(C)CCn3cccn3)cc2)CC1 (stereo unspecified) | 4% | -7% | 22% | 4 | 7% | . | -8% | -12
Cc1nc(N2CCOCC2)c(C#N)c2c1COC(C)(C)C2 | 4% | 4% | -12% | -9 | 16% | 19% | -14% | -8
O=C(Nc1ccc(N2CCOCC2)cc1)C1CC1 | 4% | 18% | 13% | 3 | 1% | 4% | 4% | 6
Cn1c(=O)cc(C(=O)N/N=C/c2ccc(Cl)cc2)[nH]c1=O | 2% | -21% | -8% | -4 | 1% | 6% | -1% | 2
Cc1ccc(NC(=O)CSc2nnc(-c3ccc(S(=O)(=O)N4CCOCC4)cc3)n2C)cc1 | -2% | 22% | 22% | -6 | 1% | 9% | -5%&0% | 9
O=C(NC1CCCCC1)c1nn2c(C(F)(F)F)cc(-c3ccco3)nc2c1Br | -4% | 4% | 9% | 2 | 0% | 19% | -7% | 6
Cc1nnc(N/N=C/C2CC=CCC2)[nH]c1=O (stereo unspecified) | -2% | 14% | 7% | -12 | -1% | 10% | 10% | -11
CCn1c(=O)c2sccc2n(CC(=O)NCCC2=CCCCC2)c1=O | 9% | 2% | 1% | 2 | 4% | -3% | -1% | 7
C=C(C)CC(Nc1ccc(OC)cc1)c1ccco1 (stereo unspecified) | 10% | -8% | -10% | -4 | 1% | 1% | 1% | 2
Clc1ccc(OCc2nn3c(-c4ccco4)nnc3s2)cc1 | 5% | -41%[inhibitor] | 18µM* | 6 | 3% | 2% | -3% | 14
Cc1c([N+](=O)[O-])c(C(=O)NC2CCCC2)nn1C | 3% | -11% | 2% | 1 | 5% | 4% | -1% | -1
COc1cc(NC(=O)CCCn2c(=S)[nH]c3ccccc3c2=O)cc(OC)c1OC | -3% | 2% | 15%[9.22 µM] | 10 | -1% | 7% | 2% | 4
COc1cnc(-c2cccc(C(F)(F)F)c2)[nH]c1=O | 2% | -2% | 3% | -4 | -6% | -2% | -6% | 8
CCn1c(SCC(=O)Nc2ccc(NC(=O)c3ccco3)c(OC)c2)nc2ccccc2c1=O | 4% | -23% | -22% | -6 | -1% | 60% | -2% | -7
COc1cccc(CNC(=O)Cn2cc3c(n2)-c2c(oc(C(=O)N4CCCC4)c2C)CC3)c1OC | . | 12% | 26% | 14 | . | 18% | . | .
COC(=O)CN1C(=O)C(C)=C(c2ccc(C)cc2)S1(=O)=O | -3% | 11% | -3% | 10 | 8% | 4% | -1% | -6
COc1ccc(CC(=O)Nc2c3c(nn2-c2cccc(Cl)c2)CS(=O)(=O)C3)cc1 | 0% | -2% | -13% | 20 | 2% | 27% | -8% | 6
O=S(=O)(O)c1cccc(N=Nc2c(O)ccc3ccccc23)c1 | -3% | -19% | -4% | -2 | 35µM* | -17% | -12% | -9
Cc1nc2ccc(C(=O)NCc3ccc4c(c3)OCO4)cc2s1 | -3% | -75%[inhibitor] | ? | -4 | -2% | 0% | -48%[inhibitor] | -10
CCC(=O)Nc1nc2ccc3nc(C)sc3c2s1 | 0% | 28% | 0% | 4 | -6% | 13% | -7% | 12
(list continues)
SMILES | EPAC2 ag | Abeta yeast res | TDP43 rescue | D3 ag | EPAC2 antagonist | FUS yeast rescue | aSyn rescue | D3 antag
Cc1ccccc1/[N+]([O-])=C/c1cccs1 | 4% | 1% | 10% | 0 | 7%[57.1 µM] | -27% | 0% | -1
O=C(Nc1nnc(N2CCCC2)s1)Nc1cc(F)ccc1F | . | 4% | 0%[9.22 µM] | 7 | . | -21% | . | .
COc1cc(/C=C(\C#N)C(=O)NC(C)C)ccc1OCc1ccc(C(=O)O)cc1 | 27% | -2% | 0% | 1 | 0% | 28% | 10% | 3
COc1cc(C(=O)N(Cc2cccc(Cl)c2)C2CCS(=O)(=O)C2)cc(OC)c1OC (stereo unspecified) | 4% | 14% | -8% | 1 | 6% | 18% | 8% | 0
Cc1ccc(C(=O)CSc2nnc(-c3ccccc3)n2-c2ccccc2)cc1 | . | -14% | 0% | -2 | . | -17% | 1% | .
CC1CC(C)CN(S(=O)(=O)c2ccc3c(c2)CCN3C(=O)CCC(=O)O)C1 (stereo unspecified) | 2% | 5% | 3% | 2 | -18% | 10% | -3% | -4
Cc1cc(Cl)ccc1OCc1cn2cccnc2n1 | 6% | -7% | 0% | -3 | -26% | -8% | 12% | 17
CC(=O)c1cc2c(cc1NC(=O)c1c(-c3ccccc3)noc1C)OCO2 | -17% | 8%[9.22 µM] | 10% | 2 | 1% | -62% | -10% | -16

Three of the compounds above, tab-delimited.
molecule	EPAC2 ag	Abeta yeast res	TDP43 rescue	D3 ag	EPAC2 antagonist	FUS yeast rescue	aSyn rescue	D3 antag
COc1ccc(NC(C)=O)cc1NS(=O)(=O)c1ccc2c(c1)OCCO2	7%	7%	?	1	4%	-14%	1%	24
CCn1c(SCC(=O)Nc2ccc(NC(=O)c3ccco3)c(OC)c2)nc2ccccc2c1=O	4%	-23%	-22%	-6	-1%	60%	-2%	-7
Clc1ccc(OCc2nn3c(-c4ccco4)nnc3s2)cc1	5%	-41%[inhibitor]	18µM*	6	3%	2%	-3%	14
